Bioassay records (PubChem)
EBNA-1 inhibitor: blocks EBNA-1 binding to DNA | EBNA-1 DNA binding, fluorescence polarization | inhibition, % at 14.8 µM | 0.34% of 300,000 active; in the data active = inhibition above about 28%
proCasp3 act: activates human procaspase-3; recombinant procaspase-3 D3A, Ac-DEVD-pNA absorbance 405 nm; 0.11% of 330,000 active; activation, % at 8.5 µM;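 active = activation above the mean of all tested compounds plus 3 SD, cut at about 21% in these data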;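 note: 0% = DMSO alone and 100% = DMSO wells spiked with extra 5 µM PC-3 D3A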
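Compound: 8.5 µM single point, 0.8% DMSO / Material: Autoprocessing-dead procaspase-3 D3A mutant enzyme / Timing: 1 h preincubation plus 2 h reaction at 25 °C / Medium: Zinc-free HEPES/NaCl buffer with 0.01% Triton X-100 at pH 7.4 / Technique: 405 nm absorbance of p-nitroaniline, reads at 0 and 120 min / Repeats: one well per compound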
LAP4 TOR yeast: alters LAP4-GFP fluorescence in TOR pathway yeast screen; AID 2023; S. cerevisiae LAP4-GFP multiplex, flow cytometry GFP, 3 h; median GFP as percent of DMSO wells; GFP response vs DMSO, % at 10 µM; 0.34% of 320,000 active;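 active = GFP response vs DMSO above a set limit, about the screen mean plus 3 SD, cut at about 150% in these data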
RPL19A TOR yeast: alters RPL19A-GFP fluorescence in TOR pathway yeast screen | S. cerevisiae RPL19A-GFP strain, flow cytometry, 3 h; active compounds read low | percent response vs DMSO, % at 10 µM | 0.3% of 330,000 active;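 active = percent response vs DMSO below 50%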;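 note: median channel GFP fluorescence of the barcoded RPL19A-GFP strain; ratio of sample median GFP to plate DMSO average so 100% = DMSO; lower means less RPL19A-GFP as with rapamycin TOR inhibition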
ZTA counter: blocks Epstein-Barr virus ZTA, an EBNA-1 counter-screen. AID 2234. ZTA-DNA binding, fluorescence polarization. 0.15% of 320,000 active. inhibition, % at 11 µM. P03206; in the data active = inhibition above about 33%
proCasp7 act: activates human procaspase-7, counter-screen for procaspase-3 activators. 0.093% of 330,000 active. activation, % at 8.5 µM. recombinant procaspase-7, Ac-DEVD-pNA absorbance 405 nm; D23A/D198A/D206A triple mutant, cannot self-cleave; scale: DMSO 0, 5 µM enzyme 100. AID 463210. P55210;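 active = percent activation above the screen-wide mean plus 3 SD, cut at about 25% in these data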
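Material: Procaspase-7 triple mutant (PC-7 D3A) | Quantity: 2 µM procaspase-7 mutant as dispensed | Reagent: DEVD-pNA substrate | Times: 1 h preincubation, 2 h reaction | Technique: 405 nm absorbance of p-nitroaniline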
MEP2-GFP yeast: modulators of TOR pathway MEP2-GFP in S. cerevisiae | S. cerevisiae MEP2-GFP strain, flow cytometry GFP, 3 h; 100% = DMSO control level | GFP response vs DMSO, % at 10 µM | 0.51% of 330,000 active;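 active = GFP response versus DMSO above a set limit, roughly screen mean plus 3 SD, cut at about 180% in these data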;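 note: median GFP fluorescence of the barcode-gated MEP2-GFP cells per well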
AHR activator: activators of human aryl hydrocarbon receptor; P35869; AHR-responsive luciferase reporter cells, luminescence; activation, % at 5 µM; 2.5% of 320,000 active; AID 2796; in the data active = activation above about 47%;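 note: 0% = vehicle wells and 100% = reference agonist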
Starred values were filed as active, the others as inactive; . = not tested or not shown. Compounds were not picked by outcome, and some 3.8% of all compounds hit somewhere here.

structure | AHR activator | ZTA counter | MEP2-GFP yeast | proCasp3 act | LAP4 TOR yeast | RPL19A TOR yeast | proCasp7 act | EBNA-1 inhibitor
CC(=O)/C(N)=N/Nc1cccc(Cl)c1 | 5 | -3 | 98 | -3 | 83 | 101 | -16 | 7
CN(c1ccccc1)S(=O)(=O)c1cccc(C(=O)NCc2ccccc2)c1 | 0 | 4 | 98 | 15 | 103 | 101 | 5 | .
COc1cc(C(=O)NCC2CCCO2)ccc1OCc1c(C)noc1C (stereo not given) | 3 | 6 | 97 | 4 | 94 | 98 | 0 | 1
COc1cccc(Sc2ccccc2CN(C)C)c1 | -6 | -19 | 103 | 1 | 100 | 95 | -4 | 0
Cc1ccc(-c2cc(C(=O)O)n[nH]2)s1 | -4 | 3 | 94 | 3 | 89 | 95 | 13 | -2
CCCc1sc(N2CCCC(C(N)=O)C2)nc1-c1ccccc1 (stereo not given) | -2 | -2 | 106 | 8 | 118 | 94 | 15 | -10
Cc1ccc(C)c(S(=O)(=O)Nc2ccc(-n3cnnn3)cc2)c1 | 1 | . | 105 | 8 | 90 | 98 | 9 | .
N=c1c(C(=O)NCC2CCCO2)cc2c(=O)n3ccccc3nc2n1C1CCCCC1 (stereo not given) | 2 | -5 | 101 | -15 | 100 | 45* | -14 | -7
S=C1NC[C@H](c2ccccc2)N1CCCCC1CCCCC1 | 15 | 2 | 102 | -1 | 97 | 101 | 3 | 3
CN(C)c1ccc(NS(=O)(=O)c2ccc(-c3csnn3)cc2)cc1 | 6 | -1 | 107 | 1 | 109 | 102 | -5 | -7
COc1cccc(NC(=O)CN(C)C(=O)CC2CC3CCC2C3)c1 (stereo not given) | 4 | -5 | 100 | -4 | 102 | 97 | 12 | 0
COc1cc(/C=N\NC(=O)CNC(=O)c2cccc([N+](=O)[O-])c2)ccc1O | 0 | -5 | 84 | -1 | 64 | 85 | 0 | -6
COc1cc(/C=N/NC(=O)c2ccccc2)ccc1OS(=O)(=O)c1ccccc1 | 10 | -7 | 107 | 0 | 90 | 106 | 3 | 1
CCOc1ccc(OCC)c(NC(=O)C2CCN(S(=O)(=O)c3c(C)noc3C)CC2)c1 | 1 | -7 | 99 | 10 | 96 | 98 | -2 | -3
COCCN1C=C2C(=O)C(C)(OC(=O)c3cccs3)C(=O)C=C2C=C1CCCC(=O)OC (stereo not given) | 5 | 0 | 101 | -15 | 103 | 107 | -4 | 7
CC(=O)Nc1ccc(Nc2nc(C)cc(C)n2)cc1 | 6 | -25 | 102 | 3 | 90 | 99 | 9 | 6
CC(C(=O)NCCc1ccc(Cl)cc1)n1c(=O)c2cccn2c2cccnc21 (stereo not given) | 1 | 3 | 113 | 6 | 103 | 105 | -4 | 5
CC(Nc1ccnc2cc(Cl)ccc12)c1ccc(S(N)(=O)=O)cc1 (stereo not given) | -2 | -13 | 110 | -5 | 115 | 104 | -7 | -8
COc1ccccc1N(CC(=O)NCc1ccco1)C(=O)CCC(=O)Nc1ccccn1 | -4 | 0 | 103 | 7 | 87 | 103 | 5 | 6
CCc1ccc(-c2cn3nc(-c4ccccc4)cnc3n2)cc1 | 13 | -1 | 100 | -1 | . | 98 | -4 | -1
Cc1ccc(C2=N/C(=C\c3ccc(OS(=O)(=O)c4ccc(C)cc4)cc3)C(=O)O2)cc1 | -1 | 7 | 94 | -4 | 103 | 103 | -1 | -8
Cc1ccc(S(=O)(=O)NC(C(=O)N2CCOCCOCCOCCOCC2)C(C)C)cc1 (stereo not given) | -2 | -19 | 97 | 4 | 86 | 101 | -4 | -7
COc1ccc(CNC(=O)C(c2ccco2)N(C(=O)c2snc(C(N)=O)c2N)c2ccccc2OC)cc1 (stereo not given) | 3 | 20 | 109 | -398 | 93 | 105 | -403 | 3
O=C(COc1ccccc1[N+](=O)[O-])OCCCOC(=O)COc1ccccc1[N+](=O)[O-] | 0 | 4 | 110 | 2 | 83 | 107 | -6 | 10
Cc1noc(NS(=O)(=O)c2ccc(NC(=O)c3ccc(N(C)C)cc3)cc2)c1C | 0 | -3 | 106 | -6 | 107 | 107 | 3 | .

Complete entries, looked up by structure.
`S=C1NC[C@H](c2ccccc2)N1CCCCC1CCCCC1` is entered as AHR activator = 15; ZTA counter = 2; MEP2-GFP yeast = 102; proCasp3 act = -1; LAP4 TOR yeast = 97; RPL19A TOR yeast = 101; proCasp7 act = 3; EBNA-1 inhibitor = 3
`CCCc1sc(N2CCCC(C(N)=O)C2)nc1-c1ccccc1` (stereo not given) is entered as AHR activator = -2; ZTA counter = -2; MEP2-GFP yeast = 106; proCasp3 act = 8; LAP4 TOR yeast = 118; RPL19A TOR yeast = 94; proCasp7 act = 15; EBNA-1 inhibitor = -10

(more compounds)
structure | AHR activator | ZTA counter | MEP2-GFP yeast | proCasp3 act | LAP4 TOR yeast | RPL19A TOR yeast | proCasp7 act | EBNA-1 inhibitor
CCC(C(=O)NCc1ccc(F)cc1)N(Cc1ccco1)C(=O)c1snc(C(N)=O)c1N (stereo not given) | -2 | 5 | 106 | 3 | 97 | 99 | 2 | -4
CCc1ccc(OCCOCC(O)CN(CCO)CCO)cc1 (stereo not given) | 0 | -15 | 95 | -8 | 83 | 120 | -6 | -9
Cc1ccc(CN2C(=O)C3CCCN3c3ccc(C#N)cc32)cc1 (stereo not given) | -4 | 8 | 115 | -2 | 89 | 103 | 4 | 21
NNC(=O)C(Cc1ccccc1)NC(=O)OCc1ccccc1 (stereo not given) | 3 | 26 | 94 | 0 | 103 | 97 | 1 | -18
Cc1cccc(C(=O)NC(=S)N2CCc3ccccc3C2)c1 | 4 | -3 | 99 | -5 | 107 | 95 | -3 | -14
CN(C)c1nc(SCc2ccccc2)nc(N2CCOCC2)n1 | 7 | 1 | 102 | -5 | 106 | 102 | -9 | -8
COc1ccc(Cl)cc1NS(=O)(=O)c1cc(Cl)ccc1OC | 9 | -15 | 95 | -3 | 92 | 88 | 7 | -10
CC1CN(C(=S)Nc2cccc(Cl)c2)CC(C)O1 (stereo not given) | 0 | -10 | 106 | 0 | 87 | 110 | 6 | -14
O=C1CC(=O)N(Cc2ccco2)C(=S)N1 | 1 | 55* | 105 | 1 | 97 | 94 | -20 | 6
Cc1cc(C)n(C(=O)c2ccc([N+](=O)[O-])cc2Cl)n1 | 0 | 13 | 95 | -4 | 81 | 96 | -4 | -1
CCN(CCCNC(=O)CCCN1C(=O)COc2ccc(C)cc21)c1cccc(C)c1 | 2 | -6 | 102 | -4 | 96 | . | 10 | 0
CCOc1ccc(NC(=O)CCN2CCN(c3ccccc3OC)CC2)cc1 | 0 | 0 | 104 | -2 | 93 | 98 | -8 | -4
CCn1c(-c2cccnc2Cl)nc2ccccc21 | 0 | -16 | 99 | 1 | 105 | 100 | 8 | -3
Cc1cc2nc(C)c3c(n2n1)CCC3 | -1 | 0 | 100 | -5 | 90 | 93 | -5 | -14
Cc1ccc(-c2nnn(Cc3nc(N)nc(N4CCOCC4)n3)n2)cc1 | -3 | -4 | 112 | 3 | 112 | 99 | 8 | -1
Clc1ccc2nc(-c3ccc4c(c3)OCO4)cn2c1 | 23 | 12 | 101 | 4 | 101 | 91 | -2 | 11
CN1C(C(=O)Nc2ccc(F)cc2F)=CC(c2cccs2)=NS1(=O)=O | 4 | -7 | 96 | 2 | 93 | 103 | 11 | -17
CC1=NN(C(=S)Nc2ccccc2)C(c2ccccc2)C1 (stereo not given) | -1 | 0 | 104 | 4 | 100 | 109 | -5 | -1
O=C(c1cccs1)N1CCN(c2ncccn2)CC1 | -2 | 3 | 99 | 7 | 102 | 99 | 8 | -4
c1coc(Cn2c(-c3ccco3)nc3ccccc32)c1 | 3 | -5 | 105 | -3 | 109 | 101 | 13 | 6
CCCCn1c(N)c(N(CC(C)C)C(=O)c2cc(-c3ccc(F)cc3)nc3ccccc23)c(=O)[nH]c1=O | 3 | -3 | 82 | 2 | 86 | 92 | 8 | -18
COc1ccc(Cl)c(NC(=O)C/C(C)=N/NC(=O)CCc2ccccc2)c1 | 13 | 8 | 103 | 5 | 98 | 101 | 0 | -2
CN1CCN(S(=O)(=O)c2cccc(C(=O)N(C)C(c3ccccc3)c3ccccc3)c2)CC1 | 1 | -7 | 107 | -1 | 103 | 95 | 0 | -8
COc1ccc2c(c1)c(C(=O)O)c(C)n2-c1ccc(Cl)cc1 | 4 | 11 | 95 | 4 | 88 | 99 | 11 | 3
O=C1N[C@@H](Cc2ccccc2)[C@@H](c2ccco2)O1 | -2 | -6 | 100 | -3 | 127 | 99 | -5 | -1
Cc1occc1-c1nnc(SCC(=O)NC(=O)NC(C)C)n1N | 0 | -8 | 95 | 1 | 89 | 93 | 1 | -2
CCNc1nc(NC(C)(C)C)nc(SC(C(C)=O)C(C)=O)n1 | 16 | 14 | 101 | -5 | 104 | 108 | 1 | -12
CSc1nc2ccc(S(=O)(=O)N3CCOCC3)cc2s1 | 15 | -4 | 108 | 3 | 124 | 99 | -7 | 11
CCOC(=O)c1c(C)[nH]c(C(=O)COC(=O)C2CC2C)c1C (stereo not given) | 4 | 17 | 101 | 5 | 106 | 102 | 6 | 6
CC(NC(=O)CN1C(=O)NC2(CCCCCCC2)C1=O)c1ccccc1 (stereo not given) | -1 | . | 102 | 0 | 106 | 112 | 11 | .
Cc1ccc(SCC(=O)OCC(=O)N(CCC#N)c2ccccc2)cc1C | -1 | -4 | 93 | 2 | 91 | 95 | -2 | -14
CCOc1cc(-c2nnc(NC(=O)c3ccco3)o2)cc(OCC)c1OCC | 3 | 0 | 98 | 6 | 118 | 97 | 8 | -1
CC(=O)OCC1CCCC2=C(C)C(=O)CCC21COC(C)=O (stereo not given) | 1 | -15 | 96 | 1 | 85 | 109 | 6 | 2
CCNC(=O)c1c(O)c2c([nH]c1=O)CCCC2 | -4 | -13 | 93 | 6 | 110 | 99 | -7 | 2
CCc1ccccc1NC(=O)C1=CC(c2cccs2)=NS(=O)(=O)N1C | 6 | 7 | 100 | -12 | 104 | 105 | 4 | 8
O=C(COC(=O)c1cc2ccccc2o1)NCc1ccco1 | 0 | -1 | 107 | 4 | 106 | 101 | 4 | .
Cc1cc(=O)cc(C)n1-c1ccc(Br)cc1 | 1 | 14 | 95 | -1 | 91 | 89 | 9 | -15
Cc1c(C(=O)Nc2ccc3c(c2)OCO3)oc2ccccc12 | 76* | 3 | 98 | 1 | 89 | 87 | -8 | 4
O=C1OC(c2ccccc2)=C/C1=C\N1CCOCC1 | 6 | -20 | 98 | -20 | 103 | 95 | 4 | -9
CCN(CC)S(=O)(=O)c1ccc(NC(=O)C(C)N(c2ccccc2)S(C)(=O)=O)cc1 (stereo not given) | -1 | -16 | 113 | 9 | 102 | 108 | 4 | 10
O=C(NNc1nc2c(F)cc(F)cc2s1)C1=COCCO1 | 3 | -8 | 92 | -5 | 119 | 96 | -18 | -6
Fc1ccc(Cn2c(SCc3ccc(F)c(F)c3)nnc2C(F)(F)F)cc1 | 1 | -4 | 105 | 7 | 107 | 99 | 5 | -2
CC1CCN(c2ccc3c(c2)S(=O)(=O)c2cccc(C(=O)NC4CC4)c2C3=O)CC1 | 8 | . | 100 | -1 | 91 | 94 | -72 | .
